MT1-MMP act inh: MT1-MMP (human) activation inhibition | HT1080 RFP-PRO-GFP cells, GFP/RFP ratio fluorescence, overnight; percent of plate control window, DMSO zero | P50281 | GFP/RFP ratio change, % at 20 µM | hit rate 0.061% among 360,000;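 active = GFP/RFP ratio change of at least 30% with cell ATP level not reduced by more than half and red fluorescence within 50% of control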; also: strong numbers were not always called active
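Test system: HT1080 cells expressing an RFP-PRO-GFP fluorescent reporter construct / Compound dosing: single-point 20 µM compound, 1% DMSO / Schedule: cells overnight before dosing, compound overnight, 37 °C, 5% CO2 / Evaluation: GFP/RFP fluorescence ratio / Control set: DMSO and RFP-L50D-GFP cell wells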
NadD block: NadD (S. aureus) enzyme inhibition; AID 602399; purified NadD enzyme, colorimetric absorbance read-out; hit rate 0.78% among 360,000; inhibition, % at 20 µM; in the data active = inhibition above about 26%; also: some compounds past the cut are filed as inactive
SKN-1 block: inhibitors of C. elegans SKN-1 | C. elegans VP596 Pgst-4::GFP/RFP ratio, acrylamide-induced, 24 h | hit rate 0.49% among 360,000 | inhibition, % at 21.8 µM | AID 624304;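 active = interference check ratio from 0.5 to 1.5 plus GFP to RFP signal ratio inhibition reaching or exceeding a fixed threshold, cut at about 30% in these data, passing the limit was not always enough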; also: some compounds called inactive have numbers as strong as hits
Rpn11 block: inhibitors of human proteasome Rpn11 | O00487 | AID 588493 | calls only at 20 µM | hit rate 0.59% among 360,000 | human 26S proteasome, Ub4-pepOG fluorescence polarization; 20S core pre-blocked with epoxomicin;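 active = inhibition at 20 µM, scaled to each plate's controls, above about 33%, limit read from the data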
Target sequence (O00487 whole entry, looked up): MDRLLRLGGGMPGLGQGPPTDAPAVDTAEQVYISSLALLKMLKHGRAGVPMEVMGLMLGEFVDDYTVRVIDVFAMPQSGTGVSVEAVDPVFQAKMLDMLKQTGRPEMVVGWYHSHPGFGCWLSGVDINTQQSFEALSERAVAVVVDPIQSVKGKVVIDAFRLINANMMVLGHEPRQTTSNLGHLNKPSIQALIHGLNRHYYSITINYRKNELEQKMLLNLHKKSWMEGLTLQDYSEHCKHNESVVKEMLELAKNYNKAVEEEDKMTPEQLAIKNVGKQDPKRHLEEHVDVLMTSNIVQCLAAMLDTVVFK
FAS-TE inh: blocks the thioesterase domain of human fatty acid synthase; P49327; recombinant FAS-TE, OMFH fluorogenic substrate, fluorescence endpoint; inhibition, % at 15 µM; hit rate 0.67% among 360,000; AID 602261;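 active = compounds whose normalised, plate-corrected inhibition of enzyme fluorescence in the single-dose primary screen is 50% or more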;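 also: 0% = DMSO with enzyme and 100% = substrate without enzyme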
PABP1 MLLE inh: inhibitors of microRNA-mediated deadenylation, human PABP1 MLLE binding. GST-MLLE / FITC-PAM2 fluorescence polarization. inhibition, % at 20 µM. hit rate 0.36% among 360,000. AID 588489; in the data active = inhibition above about 35%, passing the limit was not always enough;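 also: plate controls were DMSO wells with GST-MLLE for no effect and wells lacking GST-MLLE protein for full effect; some results filed as inactive read as strong as hits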
Neddyl block: blocks human cullin neddylation; P61081+Q13564; TR-FRET cullin neddylation, biochemical; calls only at 25 µM; hit rate 0.58% among 360,000; AID 651699; in the data active = inhibition above about 36%
Target sequence (P61081 whole entry, looked up): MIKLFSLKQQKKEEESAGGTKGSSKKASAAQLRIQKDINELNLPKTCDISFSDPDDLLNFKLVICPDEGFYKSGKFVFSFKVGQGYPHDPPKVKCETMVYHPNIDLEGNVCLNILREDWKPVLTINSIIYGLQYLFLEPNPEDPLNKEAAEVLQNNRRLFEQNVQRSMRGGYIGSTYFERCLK
Target sequence (Q13564 whole entry, looked up): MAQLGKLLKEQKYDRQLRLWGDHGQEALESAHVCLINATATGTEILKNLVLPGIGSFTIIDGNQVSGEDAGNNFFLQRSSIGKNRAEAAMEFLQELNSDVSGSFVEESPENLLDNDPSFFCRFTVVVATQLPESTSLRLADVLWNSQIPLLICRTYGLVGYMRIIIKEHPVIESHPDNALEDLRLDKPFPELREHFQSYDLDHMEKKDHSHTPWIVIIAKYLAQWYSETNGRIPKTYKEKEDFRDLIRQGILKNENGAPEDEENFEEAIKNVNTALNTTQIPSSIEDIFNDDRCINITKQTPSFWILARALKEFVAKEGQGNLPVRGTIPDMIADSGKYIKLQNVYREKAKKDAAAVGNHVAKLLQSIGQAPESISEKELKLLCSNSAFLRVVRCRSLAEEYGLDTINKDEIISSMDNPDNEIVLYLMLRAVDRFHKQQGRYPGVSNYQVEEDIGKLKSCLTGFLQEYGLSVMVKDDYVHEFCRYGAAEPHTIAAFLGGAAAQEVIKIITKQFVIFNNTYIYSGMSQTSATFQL
Rin1-Abl PPI inh: inhibitors of human Rin1-Abl protein interaction. P00519+Q13671. inhibition, % at 7.35 µM. hit rate 0.4% among 360,000. TR-FRET Rin1/Abl binding, biochemical; in the data active = inhibition above about 5%, passing the limit was not always enough
CSN inh: CSN deneddylation inhibition; Q92905; Purified CSN, SCF-Nedd8-OG deneddylation, fluorescence polarization; hit rate 0.38% among 360,000; inhibition, % at 12.5 µM;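 active = pattern-corrected inhibition above about 35%, with an unprinted fluorescence ratio check between 0.5 and 1.5, limit read from the data, passing the limit was not always enough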;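 also: 0% = enzyme with substrate and 100% = substrate without enzyme; some results filed as inactive read as strong as hits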
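Assay system: HEK293T-derived human Csn5 enzyme; quantity: 0.24 nM enzyme; medium: Tris/NaCl/DTT buffer, pH 7.5; also added: substrate SCFSkp2-Nedd8OG, 10 nM; doses: 12.5 µM compound; schedule: 90 min reaction at room temperature; signal: FP; read-out: % inhibition of substrate cleavage by Csn5; benchmarks: substrate-only high control, full reaction low control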
* = called active by the depositor; i = inactive; x = no result given.

SMILES	MT1-MMP act inh	NadD block	SKN-1 block	Rpn11 block	FAS-TE inh	PABP1 MLLE inh	Neddyl block	Rin1-Abl PPI inh	CSN inh
O=c1c(-c2nc3ccccc3s2)cccn1Cc1ccc(Cl)cc1	5	1	-6	i	20	-16	x	1	5
O=C(COC(=O)C1CC(=O)N(Cc2ccco2)C1)Nc1ccccc1[N+](=O)[O-] (stereo not given)	3	-5	17	i	-8	5	i	-3	0
CCc1ccc(NC(=S)N2CCC(NC(=O)c3ccccc3)CC2)cc1	-2	11	-8	i	-6	-114	i	-2	-6
N#Cc1c(NC(=O)CSCC(=O)O)sc2c1CCCC2	2	4	15	i	-12	21	i	0	5
Cc1ccc(-c2nc(-c3ccncc3)no2)c(C)c1	0	4	37*	i	6	11	i	3	3
COc1cc(S(=O)(=O)N2CCN=C2c2ccccc2)ccc1F	2	-4	-8	i	-4	-17	i	-1	-2
Cc1c(NC(=O)CSc2nc3ccccc3n2C)c(=O)n(-c2ccccc2)n1C	3	-3	-11	i	0	-4	i	2	-2
Cc1ccc(Cn2cc(CN3CC(N4CCN(CCN(C)C)CC4)CS3(=O)=O)nn2)cc1 (stereo not given)	1	-3	5	x	-14	x	i	x	-1
CCOC(=O)C1=C(C)N(CCCC(=O)O)C(=O)NC1c1ccccc1OS(=O)(=O)c1ccc(C)cc1 (stereo not given)	-6	5	6	i	-4	6	i	-1	3
O=[N+]([O-])c1ccc(N2CCN(C(=S)NCc3ccc(Cl)cc3)CC2)cc1	1	5	-2	i	28	-126	i	-3	0
CC(C)C(=O)NNC(=O)c1c(O)c2ccccc2[nH]c1=O	2	-6	2	i	-7	2	i	-6	4
O=C(Nc1ccccc1)Nc1nnc([C@@H]2C[C@H](O)[C@@H](CO)O2)s1	-2	-10	12	i	-12	-6	i	-1	-4
O=C(Nc1ccccc1)Nc1ccc(C(=O)N2CCOCC2)cc1	1	3	9	i	-5	-1	i	1	7
O=C(NCCCN1CCOCC1)C1(c2ccccc2)CCCC1	1	7	-4	i	-6	5	i	-4	-4
O=S(=O)(Nc1ccncc1Cl)c1ccc2ccccc2c1	-2	2	3	i	-9	-14	i	-2	-3
COc1ccc(C)cc1NC(=O)c1ccc(CN2CCN(c3ccccc3)CC2)cc1	4	-7	2	i	29	-3	i	0	-12
COc1ccc(S(=O)(=O)N2CCOCC2)cc1NC(=O)CSc1nnc(NC2CC2)s1	-1	2	-1	i	-4	-1	i	3	-3
Nc1ccc2c(c1)C(=O)c1cc(N)c(Cl)cc1-2	4	-2	-18	i	0	-20	i	-20	2
O=C(CCNC(=O)c1ccc([N+](=O)[O-])cc1)NCCc1ccccc1	-1	1	4	i	60*	-6	i	4	0
CC(C)c1ccc(NC(=O)NC2(C(=O)NCc3cccnc3)CCCCC2)cc1	1	-5	-13	i	-3	5	i	3	0
CCC(=O)Nc1nc2nc(-c3ccccc3)cc(-c3ccccc3)n2n1	-1	2	9	i	-5	6	i	5	16
CCC1(C)N=c2c(c(=O)n(C)c(=O)n2C)=NO1 (stereo not given)	0	-2	9	i	-10	4	i	-1	-1
COc1ccccc1-c1cccc2nccn12	0	2	-13	i	-9	-2	x	3	-3
CCCN(CCC)CCCn1c(=O)[nH]c2ccccc21	2	-5	-2	i	-7	6	i	-1	-18
CN(C)C(=O)c1ccc(NC(=O)c2sccc2-c2ccccc2)cc1	-5	8	17	i	-7	-9	i	-4	-1
COc1cc(NC(=S)NCCCN2CCOCC2)c(OC)cc1Cl	3	3	10	i	-12	21	i	0	0
COc1cc(C(=O)NCC(c2cccs2)N2CCOCC2)ccc1OCc1ccc(Cl)cc1 (stereo not given)	-5	0	-7	i	14	-2	i	-1	-4
C[C@H](CO)N1C[C@H](C)[C@@H](CN(C)S(=O)(=O)c2cccs2)Oc2c(NS(=O)(=O)c3ccccc3)cccc2C1=O	1	3	2	i	-8	-6	i	2	5
Cc1ccc(NC(=O)Cc2cn(C)c3ccccc23)cc1F	4	1	4	i	13	0	i	9	2
Cc1ccc(NC(=O)Nc2ccc3c(c2)OCO3)cc1F	-2	0	-1	i	0	-4	i	0	1

16 entries from above, ordered by SMILES length, highest first.
SMILES	MT1-MMP act inh	NadD block	SKN-1 block	Rpn11 block	FAS-TE inh	PABP1 MLLE inh	Neddyl block	Rin1-Abl PPI inh	CSN inh
C[C@H](CO)N1C[C@H](C)[C@@H](CN(C)S(=O)(=O)c2cccs2)Oc2c(NS(=O)(=O)c3ccccc3)cccc2C1=O	1	3	2	i	-8	-6	i	2	5
O=C(COC(=O)C1CC(=O)N(Cc2ccco2)C1)Nc1ccccc1[N+](=O)[O-] (stereo not given)	3	-5	17	i	-8	5	i	-3	0
O=C(Nc1ccccc1)Nc1nnc([C@@H]2C[C@H](O)[C@@H](CO)O2)s1	-2	-10	12	i	-12	-6	i	-1	-4
COc1cc(C(=O)NCC(c2cccs2)N2CCOCC2)ccc1OCc1ccc(Cl)cc1 (stereo not given)	-5	0	-7	i	14	-2	i	-1	-4
COc1ccc(C)cc1NC(=O)c1ccc(CN2CCN(c3ccccc3)CC2)cc1	4	-7	2	i	29	-3	i	0	-12
CC(C)c1ccc(NC(=O)NC2(C(=O)NCc3cccnc3)CCCCC2)cc1	1	-5	-13	i	-3	5	i	3	0
O=C(CCNC(=O)c1ccc([N+](=O)[O-])cc1)NCCc1ccccc1	-1	1	4	i	60*	-6	i	4	0
CCC(=O)Nc1nc2nc(-c3ccccc3)cc(-c3ccccc3)n2n1	-1	2	9	i	-5	6	i	5	16
CCc1ccc(NC(=S)N2CCC(NC(=O)c3ccccc3)CC2)cc1	-2	11	-8	i	-6	-114	i	-2	-6
O=c1c(-c2nc3ccccc3s2)cccn1Cc1ccc(Cl)cc1	5	1	-6	i	20	-16	x	1	5
COc1cc(S(=O)(=O)N2CCN=C2c2ccccc2)ccc1F	2	-4	-8	i	-4	-17	i	-1	-2
COc1cc(NC(=S)NCCCN2CCOCC2)c(OC)cc1Cl	3	3	10	i	-12	21	i	0	0
CCC1(C)N=c2c(c(=O)n(C)c(=O)n2C)=NO1 (stereo not given)	0	-2	9	i	-10	4	i	-1	-1
O=C(NCCCN1CCOCC1)C1(c2ccccc2)CCCC1	1	7	-4	i	-6	5	i	-4	-4
N#Cc1c(NC(=O)CSCC(=O)O)sc2c1CCCC2	2	4	15	i	-12	21	i	0	5
CCCN(CCC)CCCn1c(=O)[nH]c2ccccc21	2	-5	-2	i	-7	6	i	-1	-18

More structures.
SMILES	MT1-MMP act inh	NadD block	SKN-1 block	Rpn11 block	FAS-TE inh	PABP1 MLLE inh	Neddyl block	Rin1-Abl PPI inh	CSN inh
CCOc1ccccc1NCN1C(=O)c2ccccc2C1=O	-3	9	6	i	3	3	i	-4	-4
COc1ccc(CCNS(=O)(=O)CCNC(=O)c2ccc3c(c2)OCO3)cc1OC	3	-5	5	i	-8	16	i	-1	-8
Cc1ccc(C2C3=C(CCCC3=O)Nc3[nH]c(=S)[nH]c(=O)c32)cc1 (stereo not given)	1	7	1	i	-12	27	i	-2	0
Nn1c(Nc2ccccc2)nc2sc3c(c2c1=O)CCCC3	2	-2	11	i	-5	1	i	-2	1
NC(=O)Nc1ccc(C(=O)OCC(=O)Nc2sccc2C(N)=O)cc1	0	-2	6	i	2	-7	i	5	2
Cc1cc(C)c2nc(-c3ccccc3)ccc2c1	0	5	11	i	22	4	i	3	6
O=C(CCn1c(=O)oc2ccccc21)NCCN1CCOCC1	7	-9	-3	i	-7	-4	i	0	-1
O=C1C(C=NCc2ccco2)=C(O)c2ccccc21	-1	-1	-11	i	-8	12	i	0	0
CN(Cc1ccccc1)C(=O)CNC(=O)Cn1cnc2ccccc2c1=O	1	5	-9	i	-9	-1	i	0	0
CCc1ccc(-c2cn3c(n2)SCC3)cc1	-1	-2	3	i	0	-16	i	1	1
Cc1ccc(C(=O)O/N=C(\N)c2ccc(Br)cc2)cc1C	3	0	8	i	0	3	i	0	-2
O=C(CNc1ccccc1)NN=C1CCCC1	2	4	9	i	-6	-6	i	1	3
COc1ccc(/C(O)=C2/C(=O)C(=O)N(Cc3ccco3)C2c2cccs2)cc1 (stereo not given)	6	2	6	i	-5	25	i	1	7
COc1ccc(-c2cc(C(=O)N3CCN(c4ccccc4)CC3)no2)cc1OC	6	0	-8	i	12	-8	i	3	2
Cc1ccc(CONC(=O)c2cccc([N+](=O)[O-])c2)cc1	1	-3	5	i	18	7	i	1	-2
CC1N(C)c2cc(NC(=O)c3cccs3)c(P(=O)(Nc3ccc([N+](=O)[O-])cc3)N3CCOCC3)cc2C1(C)C (stereo not given)	-15	11	7	i	52*	-1	i	6	-4
Cc1ccc(-c2nnn(CC(=O)N(c3ccccc3)C(C(=O)NC(C)(C)C)c3cccs3)n2)o1 (stereo not given)	6	2	-5	i	-8	9	i	1	0
S=c1[nH]c2ccc(Cl)cc2s1	-1	-4	20	i	-3	5	i	0	-3
CCCOc1cc(N)ccc1C(=O)OCCN(CC)CC	1	1	7	i	-2	1	i	-1	0
O=C(Nc1ccc(S(=O)(=O)N2CCCC2)cc1)c1ccc(Br)o1	1	-4	5	i	2	-7	i	3	-1
Cc1ccc(S(=O)(=O)N2CCN(S(=O)(=O)N3CCCCCC3)CC2)cc1	-2	0	-1	i	0	-3	i	-1	1
Cc1ccc(-n2c(=S)[nH]c3sc4c(c3c2=O)CCc2ccccc2-4)cc1	-5	9	15	i	-2	23	i	-5	2
Cc1ccc(Cn2c(NC(=O)c3ccco3)nc3ccccc32)cc1	0	9	0	i	2	-2	i	-2	5
CN1Cc2cc(C(=O)c3ccccc3O)cnc2NC1=O	-5	2	-15	i	-4	5	i	-2	1
Nc1ccc2[nH]ncc2c1	0	1	4	i	-57	4	i	-20	0
CC(c1ccccc1)N1C(=O)/C(=C/c2ccncc2)SC1=S (stereo not given)	4	-9	5	i	4	1	i	0	2
N#Cc1c(Nc2ccccc2)c(/C=N/NCCO)c[nH]c1=O	-2	-1	2	i	-8	0	i	-19	-1
COc1ccc(Nc2nc(Cl)nc(NCc3ccco3)n2)c(OC)c1	-8	-4	13	i	4	0	i	2	-1
N#Cc1ccc(NCCc2ccccn2)c([N+](=O)[O-])c1	-2	1	5	i	0	2	i	-4	-2
O=Cc1ccc(OCc2cccc(C(F)(F)F)c2)cc1O	7	0	8	i	17	-7	i	2	4
CC(=O)Nc1ccc(S(=O)(=O)Nc2nnc(CC(C)(C)C)s2)cc1	-1	-6	0	i	-4	43*	i	3	-4
